# A-T KAP1 phos: potential ataxia-telangiectasia treatment; […] A-T fibroblasts, KAP-1 phosphorylation AlphaLISA; neocarzinostatin DNA damage 30 min before lysis; actives 0.19% (n = 320,000); Potency, µM (titrated, usually from 57.5 µM), for inactives: top-dose activation, usual class: activators; also: potency is read from the fitted curve at half-maximal effect; % of control where 0% means no effect; nearly all actives have a fitted effect of over 45% in size
#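 hTERT-immortalized A-T patient fibroblasts ([…]), 500 cells/well in OPTI-MEM, 1% FBS, got compounds for 60 min, then NCS for 30 min at 37C. Lysates were then assayed for phospho-KAP-1 by AlphaLISA (anti-pKAP1 donor, anti-KAP1 acceptor beads), 6 hr at 25C.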
# PTAP TSG101 blk: blocks PTAP/TSG101 interaction to inhibit HIV-1 budding. Q99816. Potency, µM (top dose mostly 115 µM), for the others: top-dose activity change, negative = inhibition, most hits filed as inhibitors. Fluorescence polarization, FITC-PTAP peptide / Tsg101 binding. 340,000 tested, under 10 active; active = well fitted inhibition curve with a large enough effect in the main read-out, with a control signal flat, not every such curve was filed as active; inconclusive = small, poorly fitted or top-dose-only effect, or effect the other way, or a change in a side signal; inactive = no such curve, though single readings can be large or run the other way; also: potency is read from the fitted curve at half-maximal effect; % of control where 0% means no effect
#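 Steps: Tsg101 binding domain dispensed (10 uM final), compounds pinned in DMSO, FITC-labeled PTAP-motif peptide added (50 nM final); after 20 min binding at room temperature, polarization measured.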
# TCR act: activators of T cell receptors; primary human leukocytes, anti-CD3, IL-2 HTRF, 48 h; Potency, µM (highest dose often 9.22 µM), for inactives: at the highest dose activation of IL-2 secretion, hits mostly activators; 330,000 tested, under 10 active; AID 504894; also: % of control where 0% means no effect
#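 Readout: HTRF IL-2, Eu-cryptate/d2 antibody pair, 320nm excitation, 665nm emission. Stimulus: a-CD3 beads, no co-stimulation. Cells: primary human leukocytes. Exposure: 48 hr with compound.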
# p53 reactivator: mutant p53 re-activation in reporter cells. H1299 p53-A138V BP100-luciferase reporter, luminescence, 24 h. actives 0.063% (n = 320,000). Potency, µM (top dose mostly 92.2 µM), without a hit: at the highest dose activity change, positive = activation, usual class: activators. AID 504706; also: potency is read from the fitted curve at half-maximal effect; % of control where 0% means no effect; nearly all actives have a fitted effect of over 45% in size
#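 H1299 (p53-null), stable ts p53-A138V + BP100-Luc; 1000 cells/well, Opti-MEM/10% FBS; cpd 4 pt, 1:5; 24 h, 37 deg C, 5% CO2; detection reagent 10 min RT; luminescence.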
# ELG1 repair inh: blocks ELG1-dependent DNA repair in HEK293T cells | actives 2.3% (n = 330,000) | Potency, µM (highest dose often 46.1 µM), for the others: at the highest dose activity change, negative = inhibition, hits mostly inhibitors | AID 504467 | HEK293T ELG1-luciferase reporter, luminescence, 16 h; DNA damage induced by 5-fluorouridine; also: potency is read from the fitted curve at half-maximal effect; % is scaled to controls: 0 for no effect and ±100 for the full control effect; nearly all actives have a fitted effect of over 55% in size
#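 Cells (2,000 per well) received 5-fluorouridine plus test compound or DMSO and were incubated 16 hr at 37 °C, 5% CO2. Luciferase activity was read by luminescence 30 min after ONE-Glo addition; signal suppression marked inhibition of damage-induced ELG1 function.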
# B2AR arrestin: recruits beta-arrestin to the human beta2-adrenergic receptor. actives 0.02% (n = 330,000). beta-arrestin recruitment to beta2AR, cell-based reporter. AID 492947. P07550. Potency, µM (titrated, usually from 46.1 µM), inactives show top-dose activation, hits mostly activators;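 also: potency is read from the fitted curve at half-maximal effect; 0% = DMSO controls and full agonism = EC100 isoproterenol or metaproterenol; nearly all actives have a fitted effect of over 65% in size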
# CXXC DNA block: inhibitors of human MLL CXXC domain-DNA interaction | actives 0.037% (n = 290,000) | AID 2662 | Q03164 | MLL-CXXC / FITC-HOXA9 DNA fluorescence polarization | Potency, µM (titrated, usually from 115 µM), without a hit: at the highest dose activity change, negative = inhibition, actives largely listed as inhibitors; active = well fitted inhibition curve with a large enough effect in the polarisation, with a control signal flat, not every such curve was filed as active; inconclusive = small, poorly fitted or top-dose-only effect, or effect the other way, or a change in a side signal; inactive = no such curve, though single readings can be large or run the other way; the % refers to the polarisation; also: potency is read from the fitted curve at half-maximal effect
#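 Fluorescence polarization: 7 uM MLL-CXXC (stock) preincubated 5 min with compounds, then 50 nM fluorescein-HOX-A9 DNA (stock) added; 30 min ambient. Buffer 50 mM Tris-HCl pH 7.5, 50 mM NaCl, 1 mM DTT, 0.05% BSA.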
# BRCA1 expr up: BRCA1 expression activation. MCF7-BRCA1-FFLuc reporter, luminescence, 48 h; response scale: scaled: vehicle 0%, 10 µM genistein 100%. Potency, µM (highest dose often 46.1 µM), inactives show at the highest dose activation, usual class: activators. actives 1.1% (n = 380,000). AID 624202; also: potency is read from the fitted curve at half-maximal effect; nearly all actives have a fitted effect of over 80% in size; some results filed as inactive show a strong effect at the top dose
#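 MCF7 cells carrying a BRCA1-firefly luciferase reporter (2000 cells/well, phenol-red free MEM) were attached for 2 h at 37 °C, then given compounds for 48 h. Luminescence was read 15 min after luciferase reagent; activity normalized to genistein (10 microM) and DMSO.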
# a7 integrin act: integrin-mediated muscular dystrophy alleviation activation. actives 0.064% (n = 350,000). alpha7betagal myoblasts, beta-gal FDG fluorescence, 48 h. AID 624291. Potency, µM (highest dose often 38.3 µM), without a hit: top-dose activation, hits mostly activators;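 also: potency is read from the fitted curve at half-maximal effect; 100% = response of the positive control SU9516; nearly all actives have a fitted effect of over 60% in size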
#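 Alpha7betagal+/- myoblasts (passage 13) were plated 16-24 hr, then exposed to compounds (1:260 dilution of DMSO stock) for 48 hours at 37C. After MPER lysis, β-galactosidase reporter activity was read as FDG fluorescence (ex 480/em 540) after 30 minutes.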
# TRPV1 agonist: activates the human vanilloid receptor TRPV1; TRPV1-expressing cells, Fluo-8 calcium influx, agonist mode; actives 0.19% (n = 320,000); activation, % at 8.33 µM; Q8NER1; AID 540275; in the data active = activation above about 80%; inconclusive = between about 30% and that limit; also: 0% is about no effect
# Target sequence (Q8NER1 whole entry, looked up): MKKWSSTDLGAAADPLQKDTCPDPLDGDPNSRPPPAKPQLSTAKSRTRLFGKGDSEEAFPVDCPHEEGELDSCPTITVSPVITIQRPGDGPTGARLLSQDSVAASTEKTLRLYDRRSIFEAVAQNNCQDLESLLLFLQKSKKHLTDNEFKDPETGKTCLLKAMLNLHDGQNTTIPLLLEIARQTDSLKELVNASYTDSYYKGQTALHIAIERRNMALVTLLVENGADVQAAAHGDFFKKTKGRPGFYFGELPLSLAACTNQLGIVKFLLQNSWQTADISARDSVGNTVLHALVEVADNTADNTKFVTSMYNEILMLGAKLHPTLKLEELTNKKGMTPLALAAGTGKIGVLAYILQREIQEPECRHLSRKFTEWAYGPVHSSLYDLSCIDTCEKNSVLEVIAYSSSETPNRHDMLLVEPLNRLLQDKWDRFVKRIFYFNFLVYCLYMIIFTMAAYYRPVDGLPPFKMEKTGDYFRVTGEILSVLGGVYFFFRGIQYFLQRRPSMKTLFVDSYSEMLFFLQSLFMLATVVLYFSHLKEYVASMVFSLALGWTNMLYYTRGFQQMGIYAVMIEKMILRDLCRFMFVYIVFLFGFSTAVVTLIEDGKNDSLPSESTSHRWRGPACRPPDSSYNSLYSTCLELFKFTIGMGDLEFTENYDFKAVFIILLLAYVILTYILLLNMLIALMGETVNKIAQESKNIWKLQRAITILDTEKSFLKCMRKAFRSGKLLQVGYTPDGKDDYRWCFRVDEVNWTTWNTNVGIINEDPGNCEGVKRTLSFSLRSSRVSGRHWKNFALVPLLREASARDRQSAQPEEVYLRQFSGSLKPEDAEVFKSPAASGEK
#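 Fluo-8 calcium influx in TRPV1-expressing cells, kinetic read (ex 480/em 520 nm). Compound added and read 3 min for agonist activity, followed by capsaicin at EC20 final and 2 min further read for enhancement.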
# An asterisk follows results filed as active; ? = inconclusive; nt = no result given; [ ] = another dose, or the depositor's remark. Unless noted, calls follow the shape of the dose curve; as a rule, active = well fitted curve in the direction sought with a large enough effect; inconclusive = small, poorly fitted or top-dose-only effect, or another doubt; inactive = no such curve, though single readings can be large; an effect the other way counts as inactive or inconclusive.
SMILES,A-T KAP1 phos,PTAP TSG101 blk,TCR act,p53 reactivator,ELG1 repair inh,B2AR arrestin,CXXC DNA block,BRCA1 expr up,a7 integrin act,TRPV1 agonist
CNc1n[nH]c(=S)s1,-6.8%,-0.3%,3.8%,0.8%,-1.3%,-0.2%,0.4%,-7.4%,10.4%,1.3
CC(C)Cc1ccc(C(C)C(=O)Nc2ncccn2)cc1 (stereo not given),2.7%,-0.7%,5.3%,-0.6%,-16.6%,-0.2%,-8.2%,-26.1%,13.4%,0.7
COc1cc(-n2c(=O)c3ccccc3n(Cc3cccc(C)c3)c2=O)cc(OC)c1OC,1.6%,-1.6%,-72.9%,-1.0%,-7.4%,0.5%,-2.6%,-4.6%,?,-1.6
CC(=O)c1cccc(CN2CCC(n3nccc3NC(=O)CCc3ccccc3)CC2)c1,16.6%,0.2%,3.3%,-5.0%,-9.8%,0.2%,6.0%,-4.7%,2.6%,-1.1
Cc1nn(Cc2ccccc2)c(C)c1CNC(=O)c1ccc(F)c(S(=O)(=O)N2CCOCC2)c1,-2.9%,-1.3%,-1.8%,1.7%,-0.8%,-0.2%,nt,-7.8%,-14.1%,?
CN1CCc2c(sc(NC(=O)c3ccc4ccccc4c3)c2C(N)=O)C1,8.8%,nt,nt,0.7%,?,0.0%,?,nt,nt,19.9
COc1ccc(CC(NC(C)=O)C(=O)NC2CCN(C(=O)C3CCCCC3)CC2)cc1OC (stereo not given),12.3%,-0.4%,5.3%,-5.1%,12.6%,0.2%,5.9%,5.5%,21.8%,1.8
Cc1ccccc1-n1nc2c(c1NC(=O)COc1ccc(Cl)cc1)CS(=O)C2 (stereo not given),10.5%,-0.5%,-0.2%,-4.7%,1.9%,0.0%,4.7%,5.0%,-11.7%,nt
C#CCOCCOCCOCCNc1nc(N2CCN(C(=O)CCCCCCCCCCNC(=O)Cn3cc(C[C@@H](C)O)nn3)CC2)nc(N2CCN(C(=O)CCCCCCCCCCNC(=O)[C@@H]([C@H](C)O)n3cc(C)nn3)CC2)n1,5.4%,-0.2%,12.6%,?,?,?,nt,-92.1%[inhibitor],-35.6%,6.7
N#C/C(=C/c1ccc(OC(=O)c2ccc(Br)s2)cc1)c1nc2ccccc2[nH]1,nt,-6.4%,1.9%,nt,nt,nt,nt,?,?,nt
O=C(CSC(=S)N1CCCC1)N/N=C/c1c(O)[nH]c(=S)[nH]c1=O,-2.8%,-3.6%,4.0%,-0.7%,12.1%,-0.1%,nt,-3.3%,7.1%,nt
O=C(C[C@H]1C(=O)N(c2ccc(F)c(F)c2)C[C@@H]1Cc1ccccc1)Nc1ccccc1,-7.2%,0.8%,-2.0%,nt,?,-0.5%,-3.1%,-23.0%,-23.6%,27.6
c1ccc(CN2CCC(N3CCN(Cc4ccc5c(c4)OCO5)CC3)CC2)cc1,-7.0%,-0.8%,4.3%,-5.9%,?,0.0%,-11.8%,-38.2%,5.9%,3.6
Cc1ccc(N2CC(C(=O)Nc3nnc(SCCC4OCCO4)s3)CC2=O)cc1C (stereo not given),1.8%,-4.7%,1.4%,-0.6%,-1.8%,0.9%,0.1%,2.1%,-2.8%,2.8
COc1ccc(Nc2cc3n(c(=O)n2)CCc2cc(OC)c(OC)cc2-3)cc1,nt,-1.4%,0.1%,-7.6%,?,0.6%,-12.5%,-45.4%,-24.0%,3.6
COC(=O)C(CCSC)NC(=O)/C=C/c1ccc(OC)cc1 (stereo not given),-6.1%,4.7%,-4.8%,-1.9%,-8.8%,0.1%,-3.9%,-2.2%,18.6%,-0.9
CCN(CC(=O)Nc1c(F)cccc1F)C(=O)CSc1nc(C)cc(C)n1,-5.2%,0.2%,-0.6%,4.7%,0.5%,0.2%,1.2%,-1.3%,4.2%,2.7
O=C(c1ccc2c(=O)n(-c3ccccc3)c(=S)[nH]c2c1)N1CCCCC1,5.3%,-4.3%,-1.1%,1.4%,3.26µM*,-0.5%,5.8%,-26.6%,-53.3%[inhibitor],-2.9
CC(C)Cc1ccc(C(C)C(=O)Nc2ccccc2O)cc1 (stereo not given),-1.4%,-1.8%,6.6%,1.4%,5.8µM*,-0.3%,-15.0%,-82.6%,-44.9%[inhibitor],?
O=C1CC(c2ccccc2)N1c1ccccc1 (stereo not given),7.3%,0.2%,6.8%,-3.8%,-0.3%,-1.4%,-4.3%,-15.1%,11.3%,nt
CSc1ncccc1C(=O)Nc1nc2c(C)cccc2s1,-3.3%,-2.9%,0.3%[46.1 µM],-6.6%,-0.5%,-0.9%,6.3%,35.5%,0.4%,17.4
O=C1Nc2ccccc2/C1=N/N=C/c1cccc(O)c1,0.5%,1.2%,7.4%,10.4%,14.9%,-0.2%,6.6%,-54.6%,-24.7%,-0.4
COc1cc(NC(=O)COC(=O)/C=C/c2ccc(Cl)cc2Cl)cc(OC)c1,2.0%,-0.9%,-1.8%[46.1 µM],-3.6%,3.1%,-0.4%,-8.6%,-3.7%,-5.5%,5.0
C=CCN1CCN(C(=O)c2ccc(-c3ccccc3)cc2)CC1,0.9%,-3.5%,2.0%,nt,-2.2%,-0.2%,-10.9%,0.2%,4.9%,?
CCOc1ccc(Oc2ccc(Cl)cc2NC(=O)CCNC(C)=O)cc1,6.4%,-0.6%,-0.7%,-3.8%,4.1%,0.0%,3.6%,-14.4%,0.0%,29.3
CN(CC(=O)N1CCN(c2ccccc2)CC1)C1CCCc2ccccc21 (stereo not given),8.1%,-0.8%,8.3%,2.1%,-0.6%,0.3%,-3.0%,-32.7%,-19.4%,27.6
Cc1occc1C(=O)Nc1ccc(S(N)(=O)=O)cc1,-0.6%,-7.3%,-6.5%,8.2%,6.4%,-0.8%,7.9%,2.7%,?,5.6
C=CCOC(=O)C1=C[C@@H](c2ccc3c(c2)OCO3)C[C@@H](OCCCCO)O1,nt,-1.6%,-10.1%,nt,nt,nt,nt,4.4%,-35.4%,nt
COc1cccc(OCc2cc(C(=O)N(C)CCOc3ccc(C)cc3)no2)c1,34.2%,-0.5%,1.2%,?,?,0.3%,1.4%,68.0%,-49.8%[inhibitor],?
Cc1cc(C)c2nc(N3CCCC(C(=O)NC4CCCC4)C3)sc2c1 (stereo not given),-2.5%,0.5%,-6.9%,4.2%,?,-1.0%,-6.3%,0.0%,23.6%,?
CCOC(=O)c1c(NC(=O)CN2C(=O)NC3(CCCCC3C)C2=O)sc(C)c1C (stereo not given),-8.0%,0.4%,-0.5%[46.1 µM],-10.5%,?,0.4%,3.7%,-47.0%,-24.9%,7.1
O=C(COC(=O)C1CC(=O)N(c2nc(-c3ccccc3)cs2)C1)c1ccccc1 (stereo not given),-1.1%,-4.9%,10.2%,3.7%,12.0%,0.1%,25.9%,5.3%,-9.0%,3.3
C/C(=N\NC(=O)c1ccc(Cl)cc1)c1cccc(NC(=O)C(C)C)c1,-3.1%,-7.5%,5.3%,-0.8%,-4.5%,0.5%,5.2%,-6.8%,8.5%,14.2
C=CCn1c(SCCOc2ccc(OC)cc2)nnc1C(CO)NC(=O)c1ccc(OC)cc1 (stereo not given),nt,-7.4%,0.6%,-8.2%,-26.3%,0.8%,-7.2%,-25.3%,18.1%,2.2
CCn1ncc(Br)c1C(=O)Nc1c(C)nn(Cc2c(F)c(F)c(F)c(F)c2F)c1C,13.7%,0.9%,-6.4%,-2.6%,-2.3%,0.4%,-3.0%,-17.5%,-19.9%,-3.4
CCC(C)NS(=O)(=O)c1ccc(NC(C)=O)cc1 (stereo not given),nt,-2.8%,0.4%[46.1 µM],-2.0%,3.4%,-0.9%,21.0%,-0.8%,-9.4%,-4.1
CCSc1nnc(NC(=O)CSc2nnc(C)c(=O)n2N)s1,1.6%,-1.9%,nt,-1.3%,3.0%,-0.2%,20.3%,-4.2%,-7.8%,-5.9
Cc1ccc(S(=O)(=O)Nc2ccc3ccccc3c2)cc1,nt,0.5%,-4.0%,nt,nt,nt,nt,-57.2%,1.6%,nt
C(=N\n1cnnc1)/c1ccc(N2CCOCC2)s1,22.1%,-1.1%,4.2%,5.6%,0.0%,-0.6%,-3.7%,-7.7%,-10.7%,-2.4
Cc1occc1C(=O)Nc1ccccc1NC(=O)c1ccoc1C,nt,-5.9%,-2.6%,nt,nt,nt,nt,-8.0%,8.3%,nt
COCCn1c(-c2ccc(SC)cc2)nc2c1c(=O)[nH]c(=O)n2CC(C)C,7.7%,-0.4%,1.3%,-2.7%,0.3%,-0.2%,11.0%,-18.8%,-7.0%,1.8
COc1cccc(NC(=O)CCSc2ccc(C)cc2)c1,1.9%,-1.5%,-8.5%[46.1 µM],1.5%,12.0%,-0.4%,-5.5%,-28.3%,19.5%,?

# Screening data from PubChem.
